# Keap1-Nrf2 PPI = Keap1-Nrf2 protein-protein interaction inhibitors, primary screen, biochemical, fluorescence polarization, single point | Keap1 Kelch-Nrf2 peptide fluorescence polarization, 1536-well | AID 504523, 2011 | 340,000 compounds, 0.15% hits | Kelch-like ECH-associated protein 1 (Homo sapiens), Q14145 | inhibition, % at 9.4 µM; in the data active means inhibition above about 12%; inconclusive means no clear call, values can overlap the other calls; inactive means below about 7.3%;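 further: human Keap1 Kelch domain with fluorescein labeled Nrf2 9mer peptide probe; 0% = neutral control wells and 100% = peptide positive control; higher means more block of Keap1 binding to Nrf2 peptide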
# CAL-PDZ inh HTS = untagged CAL PDZ binding inhibitors, primary screen, biochemical, fluorescence polarization, HTS. 300,000 compounds, 0.92% hits. purified CAL PDZ, TMR-peptide fluorescence polarization, 1 h. AID 602252, 2012. Golgi-associated PDZ and coiled-coil motif-containing protein (Homo sapiens), Q9HD26. inhibition, % at 24.9 µM;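 active means mean inhibition of at least 30% with at least half of replicates also reaching 30%; inconclusive means no clear call, values can overlap the other calls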;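 further: 0% = DMSO neutral control and 100% = excess unlabeled competitor peptide PRC23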
# HTR5A ag = HTR5A agonists in luminescence cell assay, primary screen, counter-screen for OPRM1-OPRD1 heterodimer agonist project, full-deck HTS. activation, % at 9.3 µM. 340,000 compounds, 0.61% hits. 5-hydroxytryptamine receptor 5A (Homo sapiens), P47898. cell-based; in the data active means activation mostly above about 9.5%, no sharp cut-off; inactive means mostly below about 7.6%;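 further: 0% = cells with vehicle only and 100% = reference agonist; strong numbers were not always called active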
# RTF Ca sens act = cardiac RTF calcium sensitivity activators, primary screen, biochemical, IANBD-TnC fluorescence, EC20 calcium | Troponin I, cardiac muscle (Homo sapiens) + Troponin T, cardiac muscle (Homo sapiens) + … | IANBD-labeled TnC RTF fluorescence at EC20 calcium; 0% EC20 calcium, 100% full calcium | activation, % at 7.2 µM | 340,000 compounds, 0.24% hits;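 active means activation above the mean over all tested compounds plus 3 SD, cut at about 30% in these data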;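 further: rise in fluorescence read as greater calcium sensitivity of cardiac thin filaments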
# C-LANA FP = inhibitors of KSHV C-LANA binding to DNA, primary screen, biochemical, fluorescence polarization, FAM-LBS DNA, MBP-C-LANA, single point. 340,000 compounds, 0.078% hits. AID 504423, 2011. inhibition, % at 9 µM. Kaposi's sarcoma herpesvirus LANA C-terminal domain (residues 932-1162) DNA binding;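 active means highest replicate inhibition at or above 60% at 9 µM, even if other replicates fall short; inactive means all replicates below 60% inhibition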;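 further: 0% = neutral control wells and 100% = 4 µM acridine orange control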
# V-ATPase pHluor = regulators of yeast V-ATPase proton pumping, primary screen, pHLuorin cytosolic pH fluorescence; S. cerevisiae; response, % at 10 µM; 350,000 compounds, 0.37% hits; in the data active means response mostly above about 7.3%, no sharp cut-off; inactive means mostly below about 5.4%; further: actives read high; inactives centre near 0; some compounds called inactive have numbers as strong as hits; reference of the scale not given here
# MOR-DOR ag = agonists of OPRM1-OPRD1 heterodimerization, primary screen, cell-based, luminescence | Mu-type opioid receptor (Homo sapiens) + Delta-type opioid receptor (Homo sapiens), … | cells | activation, % at 9.3 µM | 340,000 compounds, 0.3% hits; in the data active means activation above about 18%;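 further: 0% = vehicle-treated cells and 100% = reference agonist; values of inactives mirror those of a sister screen read the other way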
# Target sequence (P35372 whole entry, looked up): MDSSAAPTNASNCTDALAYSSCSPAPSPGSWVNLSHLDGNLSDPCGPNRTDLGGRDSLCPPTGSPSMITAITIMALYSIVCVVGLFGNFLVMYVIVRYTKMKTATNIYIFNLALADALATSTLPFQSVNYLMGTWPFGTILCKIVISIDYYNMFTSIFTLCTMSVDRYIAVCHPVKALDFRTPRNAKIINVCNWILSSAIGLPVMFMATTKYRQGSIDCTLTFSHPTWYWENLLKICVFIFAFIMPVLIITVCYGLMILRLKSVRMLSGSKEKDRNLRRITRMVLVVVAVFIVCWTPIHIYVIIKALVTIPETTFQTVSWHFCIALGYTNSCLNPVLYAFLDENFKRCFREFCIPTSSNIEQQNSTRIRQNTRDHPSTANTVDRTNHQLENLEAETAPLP
# Target sequence (P41143 whole entry, looked up): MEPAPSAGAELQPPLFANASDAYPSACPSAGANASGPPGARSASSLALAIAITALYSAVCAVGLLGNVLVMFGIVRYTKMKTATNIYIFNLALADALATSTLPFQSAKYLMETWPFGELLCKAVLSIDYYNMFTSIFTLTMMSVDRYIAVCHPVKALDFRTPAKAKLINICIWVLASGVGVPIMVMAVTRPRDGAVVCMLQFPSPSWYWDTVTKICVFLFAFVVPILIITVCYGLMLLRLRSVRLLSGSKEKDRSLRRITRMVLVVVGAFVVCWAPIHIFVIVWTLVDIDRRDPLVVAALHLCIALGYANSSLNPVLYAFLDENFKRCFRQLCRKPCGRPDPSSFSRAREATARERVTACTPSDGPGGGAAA
# HTR5A inv ctr = HTR5A inverse agonists in luminescence cell assay, primary screen, counter-screen for OPRM1-OPRD1 heterodimer inverse agonist project, full-deck HTS. 340,000 compounds, 0.083% hits. 5-hydroxytryptamine receptor 5A (Homo sapiens), P47898. inhibition, % at 9.3 µM. HTR5A cell line, inverse agonism; in the data active means inhibition mostly above about 23%, no sharp cut-off; inactive means mostly below about 18%;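 further: 0% = cells with DMSO and 100% = no-cell wells with DMSO; some compounds called inactive have numbers as strong as hits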
# RTF Ca sens inh = cardiac RTF calcium sensitivity inhibitors, primary screen, biochemical, IANBD-TnC fluorescence, EC70 calcium; Troponin I, cardiac muscle (Homo sapiens) + Troponin T, cardiac muscle (Homo sapiens) + …; IANBD-labeled cardiac RTF, Ca2+ fluorescence; inhibition, % at 7.15 µM; 340,000 compounds, 0.12% hits; AID 493244, 2011;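 active means inhibition above the mean inhibition of all tested compounds plus 3 SD, cut at about 17% in these data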;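 further: assay run at fixed EC70 calcium of 1.6 mM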
# MOR-DOR inv ag = inverse agonists of MOR-DOR heterodimerization, primary screen, cell-based, luminescence. cell-based MOR-DOR heterodimer luminescence, inverse agonism. inhibition, % at 9.3 µM. 340,000 compounds, 0.21% hits. AID 504357, 2011; in the data active means inhibition above about 22%, passing the limit was not always enough;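 further: 0% = cells with DMSO and 100% = wells without cells with DMSO; values of inactives mirror those of a sister screen read the other way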
# Numbers without * were called inactive; u = inconclusive; x = not tested or not shown. Compounds as they come; about 2.8% have a hit in one of these screens.
# Below each compound: RTF Ca sens act	MOR-DOR ag	C-LANA FP	CAL-PDZ inh HTS	HTR5A ag	Keap1-Nrf2 PPI	V-ATPase pHluor	RTF Ca sens inh	MOR-DOR inv ag	HTR5A inv ctr
- CC[C@]12c3[nH]c4ccccc4c3CCN1C(=O)C(CC(=O)NC/C=C(\C)CCC=C(C)C)C[C@@H]2C(=O)N1CCN(C(=O)c2ccco2)CC1 (some centres not stated)
  -1.3	1.4	0.4	-2.8	-1.4	0.5	-1.7	-11.1	-6.5	4.9
- O=C(O)c1ccccc1C(=O)N(c1ccccc1)c1ccccc1
  -1.9	-1.4	1.5	5.1	1.4	-6.4	-0.1	-3.9	7.6	-5.3
- O=S(=O)(Nc1ccncc1Cl)c1ccccc1
  7.0	-1.9	1.1	-0.9	-0.2	1.2	6.3	-12.0	11.1	6.3
- Cc1ccc(S(=O)(=O)N2CCOCC2)cc1NC(=O)Cn1cc(C(F)(F)F)cc(Cl)c1=O
  -8.0	-3.9	1.9	1.4	-0.1	0.2	-0.4	2.8	19.6	19.8
- CN(C)S(=O)(=O)c1ccc(Cl)c(NC(=O)COC(=O)CC(NC(N)=O)c2ccc(Cl)cc2)c1 (configuration not stated)
  1.5	-0.1	0.3	-16.2	2.8	-4.8	0.2	-22.2	0.7	-8.0
- O=C(CNCc1ccc(Cl)cc1)N1CCc2ccccc2C1
  -6.2	-0.2	-1.4	-1.9	3.9	0.0	-1.1	-9.8	1.2	-14.7
- COc1cccc(CNC(=O)CCNS(=O)(=O)c2ccc3c(c2)CC(C)N3C(C)=O)c1 (configuration not stated)
  -0.4	-1.7	0.3	2.7	-1.4	0.3	-5.7	-3.2	8.4	-11.9
- CC(=O)c1ccc(NC(=O)CC2Nc3cccc4cccc(c34)NC2=O)cc1 (configuration not stated)
  -1.4	4.8	-1.8	-2.0	5.4	0.3	-3.2	9.8	-25.2	13.9
- Cc1ccc(C)c(N2CCN(C(=O)CN(C)S(=O)(=O)c3cnc[nH]3)CC2)c1
  -7.9	-0.7	0.0	-0.6	5.0	-0.2	-8.7	-3.9	4.1	-12.7
- O=C(O)CC(NC(=O)C12CC3CC(CC(C3)C1)C2)c1ccc(F)cc1 (configuration not stated)
  2.2	-1.0	-2.1	15.8	1.6	-1.2	-1.9	-14.1	4.6	-6.2
- CCOC(=O)COc1ccc(C)cc1-c1ccno1
  -3.6	-1.9	-0.5	2.1	-2.2	-1.6	-2.8	-8.2	8.4	5.9
- CCc1ccc(/C=C2\Oc3cc(OS(C)(=O)=O)ccc3C2=O)cc1
  4.8	3.4	-0.8	1.1	-1.2	0.3	5.5	-16.9	-24.2	3.2
- CCOc1cc2c(cc1OC)C(NC(=O)c1ccco1)CC2=O (configuration not stated)
  0.3	-1.7	-0.8	-5.8	0.6	1.1	0.3	-5.8	7.9	-1.9
- CCN(c1ccc(OC)cc1)S(=O)(=O)c1cc(-c2cc(C)no2)ccc1C(C)C
  -1.6	3.2	-0.7	-0.5	-1.3	0.1	0.2	1.7	-17.7	6.0
- Cc1ccc(S(=O)(=O)N2CCN(C(=O)Cn3c(=O)oc4ccccc43)CC2)c(C)c1
  -5.6	0.1	-2.1	-7.7	1.8	4.5	2.2	-1.1	-0.4	-4.9
- COC(=O)c1sccc1NC(=S)N1CCCC(C)C1 (configuration not stated)
  7.4	1.6	0.9	0.2	3.5	-5.2	3.0	-3.4	-9.6	-3.1
- COc1ccc(NC(=O)CSc2ccc(-c3cccs3)nn2)c(OC)c1
  -1.7	1.3	0.4	4.7	1.8	-6.1	3.6	-3.6	-6.4	-4.2
- COc1ccc(-c2c(C#N)c(N)nc3sc(C(=O)c4ccc(C)cc4)c(N)c23)cc1
  10.0	2.0	1.3	-6.5	-1.2	-8.5	7.3	-2.3	-12.3	3.4
- CCCc1ncc(C(O)c2cccc3ccccc23)n1C (configuration not stated)
  -3.6	-1.3	-0.1	5.9	-5.5	-2.8	-1.6	-6.6	7.7	3.9
- CCN(CC)CCOc1ccc2c(c1)C(=NO)c1cc(OCCN(CC)CC)ccc1-2
  0.2	-0.3	-18.2	-6.9	5.4	-0.7	-2.9	-6.7	1.6	-21.5
- O=C(COC(=O)c1ccc(O)cc1)Nc1cc(C(F)(F)F)ccc1N1CCOCC1
  -2.2	-0.6	-3.2	x	-5.2	-1.8	-1.4	-11.2	2.3	-6.4
- Cc1ccc(OCC(=O)NCCCNC(=O)c2ccc(C)nc2)cc1
  3.0	-2.0	1.0	0.4	12.8	-3.8	2.9	-4.2	12.7	-36.2
- COC(=O)CCCC(=O)N1CCCC(C(=O)c2ccc(OC)cc2C)C1 (configuration not stated)
  2.3	-1.3	-0.1	x	4.6	-5.2	-1.1	-3.2	6.3	6.7
- Cc1ccc(OCCNC(=O)/C=C/c2ccccc2)cc1
  -0.7	-2.0	-0.6	-2.2	-2.0	-1.5	-1.1	-6.2	11.9	5.5
- CCOC(=O)/C(=C/C1=CC(=C/N(C)C)/C(=O)O1)C(C)=O
  52.9*	-2.4	-34.9	x	2.9	-140.7	1.2	-56.0	12.4	-11.4
- COc1cccc(CN2CCN(Cc3ccon3)CC2CCO)c1 (configuration not stated)
  8.0	0.8	-0.2	-3.5	2.0	-3.6	4.5	-0.4	-5.5	-5.6
- c1ccc(CSCc2cn3ccccc3n2)cc1
  -0.7	-2.1	0.9	-0.3	3.4	1.8	1.5	0.8	10.5	-23.6
- COC(=O)C(Cc1ccc(O)cc1)NC(=O)CCOc1ccc(OC)cc1 (configuration not stated)
  4.2	-3.2	0.2	-3.8	1.0	-0.9	6.8	-0.9	15.3	-3.5
- Cc1ccc(C(=O)NNC(=O)c2nn(-c3ccc(F)cc3)ccc2=O)cc1
  11.7	-0.6	0.1	-2.8	-0.2	-5.6	3.4	0.0	3.0	0.5
- O=C(/C(=N/N=C/c1ccc(O)c(O)c1)c1ccccc1)c1ccccc1
  0.1	16.6	2.1	-5.1	3.3	-3.0	1.3	-1.4	-94.7	-11.2

# Given as labelled records: 3 of the compounds above
> Cc1ccc(C)c(N2CCN(C(=O)CN(C)S(=O)(=O)c3cnc[nH]3)CC2)c1
  RTF Ca sens act: -7.9	MOR-DOR ag: -0.7	C-LANA FP: 0.0	CAL-PDZ inh HTS: -0.6	HTR5A ag: 5.0	Keap1-Nrf2 PPI: -0.2	V-ATPase pHluor: -8.7	RTF Ca sens inh: -3.9	MOR-DOR inv ag: 4.1	HTR5A inv ctr: -12.7

> O=C(O)CC(NC(=O)C12CC3CC(CC(C3)C1)C2)c1ccc(F)cc1 (configuration not stated)
  RTF Ca sens act: 2.2	MOR-DOR ag: -1.0	C-LANA FP: -2.1	CAL-PDZ inh HTS: 15.8	HTR5A ag: 1.6	Keap1-Nrf2 PPI: -1.2	V-ATPase pHluor: -1.9	RTF Ca sens inh: -14.1	MOR-DOR inv ag: 4.6	HTR5A inv ctr: -6.2

> CCOC(=O)COc1ccc(C)cc1-c1ccno1
  RTF Ca sens act: -3.6	MOR-DOR ag: -1.9	C-LANA FP: -0.5	CAL-PDZ inh HTS: 2.1	HTR5A ag: -2.2	Keap1-Nrf2 PPI: -1.6	V-ATPase pHluor: -2.8	RTF Ca sens inh: -8.2	MOR-DOR inv ag: 8.4	HTR5A inv ctr: 5.9

# Next section:
# Below each compound: RTF Ca sens act	MOR-DOR ag	C-LANA FP	CAL-PDZ inh HTS	HTR5A ag	Keap1-Nrf2 PPI	V-ATPase pHluor	RTF Ca sens inh	MOR-DOR inv ag	HTR5A inv ctr
- COc1ccccc1NC(=O)CCS(=O)(=O)c1ccc2c(c1)NC(=O)C(C)S2 (configuration not stated)
  -4.5	-2.3	0.2	-2.3	2.9	-1.5	5.6	3.7	12.2	5.8
- Cc1cc(=O)oc2c(C)c(OC(C)C(=O)NCCCN3CCCC3=O)ccc12 (configuration not stated)
  0.4	-1.2	1.0	-0.6	1.6	-4.3	-0.1	-5.5	6.5	-2.7
- CN(C)C(CNC(=O)CCCOc1ccccc1)c1ccco1 (configuration not stated)
  -1.0	1.5	1.2	2.1	0.9	-2.4	2.8	-10.4	-7.3	-2.2
- N#CC1=C(N)N(c2ccc(F)cc2)C2=C(C1c1ccc(O)cc1)S(=O)(=O)CC2 (configuration not stated)
  7.8	1.7	1.8	-2.1	-5.2	-5.7	4.0	-15.6	-8.7	9.6
- C=CCNC(=O)c1onc(CSc2cc(C)cc(C)c2)c1C(=O)O
  3.1	-2.5	1.3	-2.6	4.2	-1.2	2.1	-1.0	14.3	11.0
- CCN(CC)C(=O)Cn1nc(-c2ccc(Cl)cc2)c2ccccc2c1=O
  -2.6	-4.1	0.4	-0.9	2.8	1.5	1.1	-3.9	21.0	-10.2
- Cc1ccc(S(=O)(=O)/C(C#N)=C/c2c(N3CCN(C)CC3)nc3c(C)cccn3c2=O)cc1
  2.2	-3.0	1.9	x	-2.8	-1.2	-1.1	-12.8	13.9	0.0
- O=C1CN(CC(=O)NC2CCCc3ccccc32)CCN1 (configuration not stated)
  -0.1	-2.0	0.4	-2.3	1.3	0.6	-1.9	-5.1	10.1	-4.8
- CCOc1cc(C(c2c(C)[nH][nH]c2=O)c2c(C)[nH][nH]c2=O)ccc1OCc1ccc([N+](=O)[O-])cc1
  -2.5	-0.2	-0.5	x	11.5*	-5.7	4.2	-0.8	0.9	-55.4
- COc1ccc(/C=N/NC(=O)c2cccc(O)c2)cc1Cn1nc(C)c([N+](=O)[O-])c1C
  -2.5	-2.7	-0.4	53.3*	-3.1	-3.0	0.2	4.0	14.3	-3.7
- CC1(C)N=C(N)N=C(N)N1c1ccc(OCCCOc2ccccc2)c(Cl)c1
  -5.0	-1.5	-1.3	-1.7	-6.7	0.9	-0.9	-8.1	6.8	23.7
- CCCOc1cccc(C(=O)NCCCNC(=O)c2cccnc2)c1
  -3.5	-3.3	-1.9	-4.5	-2.3	-2.9	6.9	-0.8	16.7	5.5
- CCCCN(CCCC)CCCNC(=O)C1CC(c2ccc(C(F)(F)F)cc2)=NO1 (configuration not stated)
  3.0	-2.1	-0.8	-0.7	0.9	-0.8	-0.1	1.3	11.4	-2.3
- O=C(CSc1nnc(Cc2cc(=O)[nH]c(=O)[nH]2)n1-c1ccc(Cl)cc1)NCC1CCCO1 (configuration not stated)
  1.2	-0.9	5.2	-6.6	-0.5	u	8.4	1.1	4.5	15.6
